Bioassay records from PubChem.
S3 lipid droplet – qHTS Assay for Lipid Storage Modulators in Drosophila S3 Cells. lipid storage change, negative = inhibition, % at the top dose, mostly 46.1 µM; hits show Potency in µM. hit rate 0.64% among 320,000. Drosophila S3 cells, BODIPY lipid droplet fluorescence, 18-24 h; cells fed with added oleic acid; active means well fitted inhibition curve with a large enough effect in the signal ratio, with a control signal flat, not every such curve was filed as active; inconclusive means small, poorly fitted or top-dose-only effect, or effect the other way, or a change in a side signal; the % refers to the signal ratio
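Drosophila S3 cells loaded with oleic acid (400 uM, as added) and compounds at several concentrations; lipid droplets imaged by 488-nm laser-scanning cytometry, 500–530 nm intensity and object ratio to cell channel. Percent activity normalized to 20 uM Triacsin C.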
S3 lipid droplet cell count max – second read-out of S3 lipid droplet, no call of its own (marks repeat the call); cell number change, %; measured here: cell count max response;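 cells counted by Cell Tracker Red CMTPX staining in the red channel; peak over a dose series mostly up to 46.1 µM; percent activity relative to internal control wells on each plate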
* hit, by the source's call; i = inactive; ? = inconclusive; . = not tested or not shown. On the % scale 0 is the no-effect control and ±100 the full control effect; potency means the concentration at half of the fitted maximal effect. These rows are one share of the data; count on the stated rates, not on these rows.

cpd	canonical_smiles	S3 lipid droplet	S3 lipid droplet cell count max
1	O=C(O)c1cc(NC(=O)C2CCCO2)cc(C(=O)O)c1 (stereo not given)	-6.6%	9.6
2	COc1ccc(NC(=S)Nc2cc(-c3ccccc3)[nH]n2)cc1Cl	i	.
3	CCc1n[nH]c(=S)n1/N=C/C(C)=C\c1ccccc1	17.0%	-15.7
4	COc1cc(/C=N/NC(=O)c2[nH]nc3c2CCc2ccccc2-3)ccc1O	i	2.6
5	CCN(CC(=O)NCc1ccc(F)cc1)Cc1cc(=O)n2ccsc2n1	5.0%	-4.3
6	Cc1cc(Cl)ccc1OCC(=O)Nc1cccc(S(=O)(=O)NC2=NCCCCC2)c1	?	.
7	Nn1c(COc2ccccc2)nc2ccccc2c1=O	9.9%	-20.2
8	C=CCNC(=O)c1nn2cccnc2c1Cl	?	.
9	CCCN1C(=O)CC(C(=O)OC)=C1C	?	.
10	O=C(Nc1ccccc1)c1cc2n(n1)C(C(F)(F)F)CC(C1CC1)N2 (stereo not given)	-7.4%	1.9
11	Cc1ccc(S(=O)(=O)N2CC(O)CC2C(=O)OCC(=O)c2ccccc2Cl)cc1C (stereo not given)	?	.
12	CCCc1[nH]nc2c1C(c1ccsc1)C(C#N)=C(N)O2 (stereo not given)	-6.7%	-13.7
13	O=C(NC1CCC(=O)N(CCSc2ccccc2)CC1)OCc1ccccc1 (stereo not given)	-4.2%	5.8
14	CC1=NN(C(N)=S)C(=O)C1N=Nc1ccccc1 (stereo not given)	?	.
15	CCOC(=O)N1CCN(Cc2nc(-c3ccccc3)no2)CC1	?	.
16	O=C(NCCCn1ccnc1)c1cc(-c2ccncc2)nc2ccccc12	?	.
17	O=C(Cn1c(NCCO)nc2ccccc21)c1ccc(Cl)cc1	15.3%	-5.4
18	COC(=O)c1ccc(Cn2nnc3ccccc32)cc1	1.2%	1.7
19	COc1cccc(C(=O)N(Cc2nc(-c3cccc(C)c3)no2)C(C)C)c1OC	18.4µM*	-16.8*
20	COc1ccc(NC(=O)CCN2CCN(S(=O)(=O)c3ccc(C(C)C)cc3)CC2)cc1	?	.
21	COc1ccc(-c2nnc(SCc3csc(N)n3)n2C)cc1	8.6%	2.1
22	Cc1nc(NC(=O)c2csc3ccccc23)sc1C	16.3%	-27.1
23	COc1ccc(NC(=O)N2CCOCC2)cc1	?	.
24	O=C(NCCNS(=O)(=O)c1cccc(C(F)(F)F)c1)c1cc(OCC(F)(F)F)ccc1OCC(F)(F)F	-19.6%	.
25	CC(C)(C)C(=O)Nc1ccccc1C(=O)Nc1ccccn1	12.8%	-1.4
26	COc1ccc(/C=C2\SC(=O)N(CC(=O)Nc3ccc(O)cc3)C2=O)cc1OC	?	.
27	CC(C)(C)C(=O)NC1=NN(c2c(Cl)cc(Cl)cc2Cl)C(=O)C1	-18.9%	-16.6
28	O=C(COc1ccc2ccccc2c1)NCC(=O)N/N=C/c1ccco1	i	.
29	Clc1cccc(N/N=C(\Cc2nc3ccccc3[nH]2)c2ccccc2)c1	?	.
30	CCCN(CC(=O)Nc1ccccc1C)C(=O)CCCNC(=O)c1ccc(Cl)cc1	?	.
31	CNS(=O)(=O)c1cc(N)ccc1C	24.7%	.
32	O=C(NCCC1=CCCCC1)C(=O)NCc1ccccc1Cl	?	.
33	COc1cc2c(cc1OC)CN(Cc1cc(OC)c(O)c(OC)c1)CC2	?	.
34	Cc1ccc(CNC(=O)c2cc3c(C)nc4ccccc4c3o2)cc1	?	.
35	COc1ccc(CCNC(=O)CN2C(=O)C3(OCCCO3)c3ccccc32)cc1OC	?	.
36	CCCCN(C)CCNC(=O)c1ccc2c(c1)NC(=O)C(N1CCCCC1)S2 (stereo not given)	?	.
37	CCCCCCCNC(=O)C1CC(=O)N(C)C(=Nc2ccc(OC)cc2)S1 (stereo not given)	?	.
38	CCOc1ccc(C(=O)Nc2cccc(-c3ccc4nncn4n3)c2)cc1	?	.
39	COc1cccc(C2CC(C(F)(F)F)n3ncc(C(=O)Nc4c(C)n(C)n(-c5ccccc5)c4=O)c3N2)c1 (stereo not given)	0.9%	-5.0
40	CCn1c(=O)n(CC)c2cc(N3CCCC3)c(NC(=O)c3cc(Cl)ccc3OC)cc21	5.8µM*	-12.8*
41	COC(=O)C(NC(=O)CCC(=O)N[C@@H](C(=O)OC)c1ccccc1)c1ccccc1 (stereo not given in full)	?	.
42	COC(=O)c1cccc(NC(=O)CCSc2ccc(Cl)cc2)c1C	?	.
43	CC(C)C(C)NC(=O)COC(=O)C1CCN(S(=O)(=O)c2ccc3c(c2)OCCO3)CC1 (stereo not given)	?	.
44	CC1=C(C(=O)Nc2ccccc2C)C(c2cccnc2)n2nc(CCCO)nc2N1 (stereo not given)	?	.
45	COCc1nnc(NC(=O)c2cc(C(=O)OC)cc([N+](=O)[O-])c2)s1	?	.
46	CCc1noc(C)c1C(=O)Nc1cc(S(=O)(=O)N2CCOCC2)ccc1OCC(F)(F)F	10.0%	0.3
47	CCN(Cc1nc2ccccc2c(=O)[nH]1)Cc1cc(=O)oc2cc(OC)ccc12	?	.
48	O=C(COC(=O)C1CCN(S(=O)(=O)c2ccc3c(c2)OCCO3)CC1)NC1CCCCC1	17.6%	.
49	Cn1c(C(=O)NCCN2CCN(Cc3ccccc3)CC2)cc2c(=O)n(C)c3ccccc3c21	?	.
50	C/C(CC(=O)Nc1cccc(F)c1)=N\NC(=O)C(=O)NC1CCCCC1	?	.
51	Cc1nc2scc(-c3ccc(Cl)cc3)c2c(=O)o1	?	.
52	CC1CC(NC(=O)Cc2ccc(Br)cc2)CC(C)(C)C1 (stereo not given)	?	.
53	COc1cc(NC(=O)CSc2nc(=O)n(CCCN3CCOCC3)c3c2CCC3)cc(OC)c1	?	.
54	COc1cc(N(C)C)c([N+](=O)[O-])cc1C(=O)NC(C)CNc1ccc([N+](=O)[O-])cc1Cl (stereo not given)	?	.
55	CNC(=O)c1ccccc1NC(=O)c1ccc(C)c(S(=O)(=O)N2CCCCC2)c1	?	.
56	COc1ccc(NC(=O)CC2C(=O)N(Cc3ccccc3)C(=S)N2CCN2CCOCC2)cc1 (stereo not given)	?	.
57	COc1ccc(CC2(CO)CCN(Cc3ccc4nsnc4c3)CC2)cc1	i	8.0
58	COc1ccc(C2=NN(CC(=O)Nc3ccccc3C)C(=O)CC2)cc1	?	.
59	O=c1[nH]c2cc3c(cc2cc1CN(CCCO)Cc1nnnn1Cc1ccc(F)cc1)OCO3	?	.
60	CCCCCCC12CCC(C(=O)O)(CC1)CC2	4.6%	-13.9

Other compounds
cpd	canonical_smiles	S3 lipid droplet	S3 lipid droplet cell count max
61	Cn1cccc1/C=N/NC(=O)Cn1cnc2ccccc21	13.8%	-20.6
62	CCCNC(=O)CNC(=S)N(Cc1cc(OC)c(OC)c(OC)c1)C1CCCC1	6.9%	-11.5
63	CC(C)c1ccc(N2C(=O)C3C4C=CC(CC4)C3C2=O)cc1 (stereo not given)	?	.
64	O=C(Nc1cccc(-c2ccc(F)cc2)c1)C1CCCN(C(=O)c2cscn2)C1 (stereo not given)	i	-3.2
65	CCC(Oc1ccccc1)C(=O)Nc1ccccc1N1CCCC1 (stereo not given)	?	.
66	Cn1c(CSc2nc3ccccc3n2C)nc2ccccc21	11.3%	-4.3
67	Cc1cccc(N2CCN(C(=S)Nc3ccc4nc(N5CCOCC5)cc(C)c4c3)CC2C)c1 (stereo not given)	-5.1%	-18.5
68	Cc1cc(N2CCN(c3ccc([N+](=O)[O-])c4cccnc34)CC2)c2ccccc2n1	-1.2%	-3.9
69	CCOC(=O)c1cn(C2CC2)c2c(F)c(F)c(F)cc2c1=O	?	.
70	O=C(C1=C(O)C(=O)N(CCN2CCOCC2)C1c1ccc(Cl)cc1)c1cc2ccccc2o1 (stereo not given)	i	24.3
71	CCN1CCN(c2nc3c(c(=O)n(C)c(=O)n3C)n2CCSc2ncccn2)CC1	?	.
72	CN(C)CCOC(=O)c1ccc2c(c1)S(=O)(=O)c1ccccc1C2=O	17.4%	1.0

In the list so far, these have an NH in an aromatic ring.
cpd	canonical_smiles	S3 lipid droplet	S3 lipid droplet cell count max
2	COc1ccc(NC(=S)Nc2cc(-c3ccccc3)[nH]n2)cc1Cl	i	.
3	CCc1n[nH]c(=S)n1/N=C/C(C)=C\c1ccccc1	17.0%	-15.7
4	COc1cc(/C=N/NC(=O)c2[nH]nc3c2CCc2ccccc2-3)ccc1O	i	2.6
12	CCCc1[nH]nc2c1C(c1ccsc1)C(C#N)=C(N)O2 (stereo not given)	-6.7%	-13.7
29	Clc1cccc(N/N=C(\Cc2nc3ccccc3[nH]2)c2ccccc2)c1	?	.
47	CCN(Cc1nc2ccccc2c(=O)[nH]1)Cc1cc(=O)oc2cc(OC)ccc12	?	.
59	O=c1[nH]c2cc3c(cc2cc1CN(CCCO)Cc1nnnn1Cc1ccc(F)cc1)OCO3	?	.

Next entries follow.
cpd	canonical_smiles	S3 lipid droplet	S3 lipid droplet cell count max
73	CCOc1cc(-c2nc3ccccc3s2)ccc1O	4.6%	-13.8
74	CC(C)(C)c1ccc(C(=O)Nc2ccc([N+](=O)[O-])cn2)cc1	?	.
75	COc1cccc(NC(=O)C2CCCCC2)c1	4.6%	0.6
76	COc1ccc(OC)c(C(=O)Cn2cnc3ccccc3c2=O)c1	?	.
77	CCC(=O)N(Cc1cc(=O)[nH]c2ccccc12)c1ccccc1OC	i	3.6
78	COc1ccc2ccccc2c1CNC(C)CCc1ccccc1 (stereo not given)	i	-18.1
79	CC(C)(C)c1cc(C(=O)Nc2ccc(F)cc2)n(Cc2ccc(F)cc2)n1	?	.
80	COc1ccc(/C(O)=C2/C(=O)C(=O)N(CCCN(C)C)C2c2cccnc2)cc1 (stereo not given)	?	.
81	CCOC(=O)Nc1cccc2ccccc12	0.7%	2.4
82	Cc1ccccc1-n1c(SCC(=O)c2cc(C)n(C)c2C)nnc1-c1cccnc1	?	.
83	COc1ccc(N2C(=O)C(CC(N)=O)N(NC(=O)c3cccc(OC)c3)C2=S)cc1 (stereo not given)	0.6%	12.7
84	COc1cc(C(C(=O)NCc2ccccc2)N(C(=O)c2snc(C(N)=O)c2N)C2CCCC2)cc(OC)c1OC (stereo not given)	?	.
85	O=C(/C=C/c1ccccc1)NC(NC(=S)Nc1ccc(Cl)cc1)C(Cl)(Cl)Cl (stereo not given)	?	.
86	CCC1=NN(C(=O)CCc2ccc3c(c2)OCO3)C(O)(C(F)(F)F)C1 (stereo not given)	?	.
87	O=C(Nc1ccccc1C(=O)N1CCOCC1)c1noc2c1CCCC2	?	.
88	O=C(c1cc(-c2ccncc2)nc2ccccc12)N1CCN(S(=O)(=O)/C=C/c2ccccc2)CC1	i	.
89	O=C1CN(C(=O)COc2ccc([N+](=O)[O-])cc2Cl)c2ccccc2N1	?	.
90	CCOc1ccccc1NC(=O)CCNS(=O)(=O)c1cccc2nonc12	?	.
91	O=S(=O)(Nc1ccc2c(c1)CCC2)c1cccs1	6.1%	-10.9
92	O=C1CCCc2ccccc2N1Cc1cccc(Cl)c1	?	.
93	CC(=O)Nc1sc2c(c1C#N)CCC(C)C2 (stereo not given)	5.6%	0.3
94	Cc1cc(C)cc(NC(=O)Nc2cccnc2)c1	9.4%	-0.7
95	CN(CC(=O)Nc1cccc2c1CCCC2)S(=O)(=O)c1ccccc1	-1.2%	7.1
96	Nn1c(SCC(=O)Nc2ccc3c(c2)OCO3)nnc1-c1ccncc1	?	.

In the list so far, these contain two or more sulfur atoms.
cpd	canonical_smiles	S3 lipid droplet	S3 lipid droplet cell count max
21	COc1ccc(-c2nnc(SCc3csc(N)n3)n2C)cc1	8.6%	2.1
22	Cc1nc(NC(=O)c2csc3ccccc23)sc1C	16.3%	-27.1
91	O=S(=O)(Nc1ccc2c(c1)CCC2)c1cccs1	6.1%	-10.9

(next part)
cpd	canonical_smiles	S3 lipid droplet	S3 lipid droplet cell count max
97	CCCCn1c(SCC(=O)c2ccc3c(c2)OCCO3)nnc1-c1ccco1	i	.
98	COC(=O)c1ccc(N2CCN(CC(=O)c3ccc(-c4ccccc4)cc3)CC2)c([N+](=O)[O-])c1	-15.8%	8.9
99	COn1c(-c2ccccc2)c(C=O)c2ccccc21	?	.
100	NNC(=O)C1CCCN1S(=O)(=O)c1ccc(Cl)cc1 (stereo not given)	4.2%	10.5
101	Cc1ccc(S(=O)(=O)CNC(=O)c2ccccc2)cc1	22.6%	10.0
102	COCCn1c(Cc2ccccc2)nnc1SCC(=O)Nc1oc(C)c2c(C)n[nH]c(=O)c12	i	.
103	CCOc1ccccc1NC(=O)c1cc(S(=O)(=O)NCc2ccco2)ccc1F	-23.8%	.
104	Cc1ccc(CNC(=O)c2ccc([N+](=O)[O-])o2)cc1	?	.
105	Cc1cc(C)c2c(c1)SC1=NC(c3ccccc3)(C(F)(F)F)NC(=O)N12 (stereo not given)	19.9%	3.8
106	Cc1ccc(N2CC(=O)N(NC(=O)Nc3ccc(Cl)c(Cl)c3)CC2=O)cc1	-10.0%	6.2
107	CCCCN(CC)S(=O)(=O)c1ccc(C(=O)Nc2nnc(CSC)o2)cc1	-0.1%	-14.0
108	Cc1cccc(CNc2ncnc3ccc(-c4cccc(Cl)c4)cc23)c1	29.0%	2.7
109	CC(C)CSC1=NSC2=NC(=O)/C(=C\c3coc4ccccc4c3=O)C(=N)N12	?	.
110	O=c1[nH][nH]cc1C=Nc1ccc(Cl)cc1Cl	?	.
111	CC(C)=CC(=O)Nc1ccc(S(=O)(=O)Nc2onc(C)c2C)cc1	?	.
112	O=C(/C=C/c1ccc(Cl)cc1)NC(=S)Nc1ccccc1C(=O)O	?	.
113	c1ccc2c(c1)Oc1ccccc1S2	?	.
